# Screening results as filed in PubChem BioAssay.
# EBI2 antag – EBI2 receptor antagonists, beta-arrestin recruitment, primary screen, cell-based, luminescence, 7a,25-OHC stimulation, uHTS | G-protein coupled receptor 183 (Homo sapiens), P32249 | 7a,25-OHC stimulated | inhibition, % at 5 µM | actives 0.81% (n = 360,000) | AID 651636, 2012; in the data active means inhibition above about 38%;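 further: enzyme fragment complementation signal reports receptor beta-arrestin coupling in cells; 0% = agonist plus DMSO wells and 100% = wells without agonist; some results beyond the cut were filed as inactive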
# Target sequence (P32249 whole entry, looked up, the tested form may be a part): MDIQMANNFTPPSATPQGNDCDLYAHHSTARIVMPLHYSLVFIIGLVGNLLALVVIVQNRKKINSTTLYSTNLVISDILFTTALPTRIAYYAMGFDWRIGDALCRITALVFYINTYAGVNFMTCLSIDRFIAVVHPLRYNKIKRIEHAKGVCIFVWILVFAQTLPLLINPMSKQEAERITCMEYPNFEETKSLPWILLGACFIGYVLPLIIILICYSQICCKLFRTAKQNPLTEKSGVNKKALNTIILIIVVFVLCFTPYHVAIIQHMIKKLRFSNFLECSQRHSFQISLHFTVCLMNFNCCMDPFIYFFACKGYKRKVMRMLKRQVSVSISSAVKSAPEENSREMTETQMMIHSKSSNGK
# CCR6 antagonist – CCR6 receptor antagonists, primary screen, cell-based, CHO-K1, luminescence, beta-arrestin, uHTS. actives 0.49% (n = 340,000). CHO-K1 CCR6 PathHunter beta-arrestin, CCL20-stimulated. inhibition, % at 20 µM. C-C chemokine receptor type 6 (Homo sapiens), P51684;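 active means compounds whose inhibition of the agonist-driven luminescence signal at 20 µM reaches about 50%, limit read from the data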;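 further: cells stimulated with CCL20 at 14 nM final; plate controls were DMSO with CCL20 for no effect and DMSO without agonist for full effect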
# UBC13 polyUb – UBC13 polyubiquitin chain formation inhibitors, primary screen, biochemical, TR-FRET, uHTS; actives 0.47% (n = 330,000); AID 485273, 2010; inhibition, % at 20 µM; Ubiquitin-conjugating enzyme E2 N (Homo sapiens), P61088; in the data active means inhibition above about 45%, passing the limit was not always enough; inconclusive means no clear call, values can overlap the other calls
# Target sequence (P61088 whole entry, looked up): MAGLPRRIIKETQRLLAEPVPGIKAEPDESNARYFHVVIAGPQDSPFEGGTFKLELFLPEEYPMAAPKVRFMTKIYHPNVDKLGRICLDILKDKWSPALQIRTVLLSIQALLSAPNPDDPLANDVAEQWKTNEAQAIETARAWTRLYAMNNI
# CXCR6 inh – CXCR6 receptor inhibitors, primary screen, cell-based, beta-arrestin, luminescence, CHO-K1 PathHunter, 1536-well | actives 0.36% (n = 360,000) | inhibition, % at 20 µM; in the data active means inhibition above about 34%, passing the limit was not always enough;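 further: antagonist mode with CXCL16 agonist at 10 nM final; 0% = 10 nM CXCL16 with DMSO and 100% = unstimulated wells without agonist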
# 697 NFkB inh – inhibitors of PMA/ionomycin-induced NF-kB reporter, 697 cells, primary screen, B-cell NF-kB inhibitor project, cell-based, luminescence, uHTS | inhibition, % at 4 µM | AID 435022, 2010 | 697 B-cell NF-kB luciferase reporter, 16 h | actives 0.33% (n = 330,000); in the data active means inhibition above about 35%
# APJ antag – antagonists of human apelin receptor APJ, primary screen, CHO-K1 cells, beta-arrestin complementation, luminescence | AID 2521, 2010 | actives 0.32% (n = 330,000) | inhibition, % at 20 µM;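 active means inhibition above about 40% at 20 µM, limit read from the data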;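 further: cells challenged with 10 nM apelin-13 agonist together with compound; plate controls were apelin-13 plus DMSO wells for no effect and DMSO wells lacking apelin-13 for full effect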
# Target sequence (P35414 whole entry, looked up): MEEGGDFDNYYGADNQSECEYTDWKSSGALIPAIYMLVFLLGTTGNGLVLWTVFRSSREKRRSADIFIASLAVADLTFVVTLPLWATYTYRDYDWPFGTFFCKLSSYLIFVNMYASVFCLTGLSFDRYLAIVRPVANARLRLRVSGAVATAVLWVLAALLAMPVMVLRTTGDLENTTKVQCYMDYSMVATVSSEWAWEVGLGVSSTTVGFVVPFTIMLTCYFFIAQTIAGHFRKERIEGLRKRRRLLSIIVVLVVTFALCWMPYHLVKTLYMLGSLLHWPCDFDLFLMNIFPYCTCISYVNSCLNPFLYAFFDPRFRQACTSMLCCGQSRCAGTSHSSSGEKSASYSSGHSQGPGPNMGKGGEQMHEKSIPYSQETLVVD
# Gli-Sufu block – Gli-Sufu pathway antagonists, primary screen, luciferase luminescence, Sufu-KO-LIGHT cells, uHTS; Sufu-KO-LIGHT fibroblasts, Gli luciferase reporter luminescence; inhibition, % at 5 µM; actives 0.74% (n = 340,000); AID 588413, 2011;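 active means inhibition above about 55%, limit read from the data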;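 further: 0% = DMSO-treated cells and 100% = wells with medium but no cells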
# Jurkat NFkB inh – inhibitors of induced NF-kB luciferase reporter, primary screen, TCR NF-kB activation inhibitor project, cell-based, luminescence, uHTS | Jurkat, PMA/ionomycin-induced NF-kB luciferase reporter | inhibition, % at 4 µM | actives 0.53% (n = 330,000) | AID 435003, 2010; in the data active means inhibition above about 50%
# Starred values were filed as active, the others as inactive; ? = inconclusive; nt = not tested or not shown.
SMILES,EBI2 antag,CCR6 antagonist,UBC13 polyUb,CXCR6 inh,697 NFkB inh,APJ antag,Gli-Sufu block,Jurkat NFkB inh
O=C(CCOc1ccccc1)Nc1ccc(Br)cc1,2,3,-8,7,-44,-2,-3,-57
CCc1ccc2oc(C(=O)NC3CCS(=O)(=O)C3)cc(=O)c2c1 (stereo unspecified),-1,-2,5,3,-2,10,1,11
Cc1ccc(S(=O)(=O)N2CCC(C(=O)OCC(=O)NCc3ccco3)CC2)cc1C,-5,6,1,1,-8,-12,-17,-14
CC(C)NC(=O)COc1ccc(S(=O)(=O)N(C)Cc2ccccc2)cc1,-9,12,-9,-5,1,8,-5,-2
O=C1CCCN1C(=O)COc1cc(F)ccc1[N+](=O)[O-],-1,10,5,3,16,10,-4,-4
CC(C)c1nc2oc3c(N(C)CCO)ncnc3c2c2c1CCC2,-8,0,-2,6,1,-28,-3,-8
O=C(Nc1cccc2ncccc12)c1ccc(F)cc1,0,-18,0,-10,-12,-12,-5,14
O=c1[nH]c(NC2CCCCC2)c([N+](=O)[O-])c(=O)[nH]1,-3,6,-4,-4,-9,2,3,16
COc1ccc(-n2cnc3ccccc3c2=O)c([N+](=O)[O-])c1,-9,10,-6,-2,-15,11,-16,-14
Cc1cc(C(=O)OCC(=O)Nc2ncc(C(F)(F)F)cc2Cl)c(C)o1,-1,4,-13,-8,-20,1,-20,-2
CCN(CC)C(=S)SCC(=O)Nc1ccc(S(N)(=O)=O)cc1,-12,-4,-8,6,-9,12,-7,-5
CN1C(=O)CSC1=S,0,-5,-3,-3,-12,3,8,4
N#C/C(=N\Nc1ccc(F)cc1)C(=N)N1CCCCC1,1,9,2,3,-147,4,-93,-115
N#CC1(NC(=O)COC(=O)c2nc(Cl)ccc2Cl)CCCCC1,-4,-6,0,-10,11,18,-12,21
Cc1[nH]c2ccccc2c1C(=O)C(=O)NCCC1=CCCCC1,-2,-4,-11,-9,7,-15,-5,-13
Cc1cc(C)n(-c2ccc(Cl)c(C(=O)NCc3ccccc3)n2)n1,5,15,2,14,-2,-5,9,3
N#CC1=C(N)N2C(=C(C#N)C13CCCC3)Nc1ccccc12,7,3,-3,-4,13,3,6,1
CCOC(=O)C1CCN(C(=O)c2ccccc2)C(CC)C1=O (stereo unspecified),3,-1,nt,4,nt,nt,-7,nt
COCCOC(=O)C1=C(N)OC2=C(C(=O)CC(C)(C)C2)C1c1cccnc1 (stereo unspecified),-7,9,5,-4,12,-8,7,-1
Cc1cc(C)c2c(n1)sc1c(-c3ccccc3)c(C#N)c(N)nc12,-3,-15,18,3,-3,-4,-9,6
COc1nc(NCc2ccc(Cl)cc2)nc(OC)n1,-5,-5,7,10,-9,2,-1,2
COC(=O)C1C(=O)c2c([nH]c(C(=O)OC3CCCC3C)c2C)CC1C (stereo unspecified),1,6,13,0,-161,-3,-70,-180
CC(=O)N1CCN(c2ccc(Oc3nnnn3-c3ccccc3)cc2)CC1,-1,-1,10,8,12,14,4,6
CC1CCCC(C)N1CCCNC(=O)c1nn(C)c2c1CSc1ccccc1-2 (stereo unspecified),3,-4,12,12,10,-9,27,6
N/C(=N\O)c1cccc(CS(=O)(=O)c2ccccn2)c1,-8,3,1,-6,8,16,1,-12
COCCCN1C(=O)C(=O)/C(=C(/O)c2ccc(S(=O)(=O)N3CCCCC3)cc2)C1c1cccc(OC)c1 (stereo unspecified),-4,14,-4,9,11,16,-20,7
Oc1c(C(Nc2cccc(C(F)(F)F)c2)c2ccncc2)ccc2cccnc12 (stereo unspecified),14,10,-18,4,-18,1,2,8
Cc1cccc(N2CCN(C(=O)C3COc4ccccc4O3)CC2)c1C (stereo unspecified),31,15,-30,0,-35,7,-13,-10
CCn1c2ccccc2c2nnc(SCC(=O)N3CC(C)OC(C)C3)nc21 (stereo unspecified),3,30,-24,18,-13,22,6,-13
CC(=O)Nc1ccc(S(=O)(=O)N2CCSc3ccccc32)cc1,2,23,-3,7,-79,5,-19,56*

# Of the compounds above, 4 contain a cyano group.
SMILES,EBI2 antag,CCR6 antagonist,UBC13 polyUb,CXCR6 inh,697 NFkB inh,APJ antag,Gli-Sufu block,Jurkat NFkB inh
N#C/C(=N\Nc1ccc(F)cc1)C(=N)N1CCCCC1,1,9,2,3,-147,4,-93,-115
N#CC1(NC(=O)COC(=O)c2nc(Cl)ccc2Cl)CCCCC1,-4,-6,0,-10,11,18,-12,21
N#CC1=C(N)N2C(=C(C#N)C13CCCC3)Nc1ccccc12,7,3,-3,-4,13,3,6,1
Cc1cc(C)c2c(n1)sc1c(-c3ccccc3)c(C#N)c(N)nc12,-3,-15,18,3,-3,-4,-9,6

# The list goes on:
SMILES,EBI2 antag,CCR6 antagonist,UBC13 polyUb,CXCR6 inh,697 NFkB inh,APJ antag,Gli-Sufu block,Jurkat NFkB inh
Cc1cc(C)cc(NC(=O)c2ccc(S(=O)(=O)C(F)F)cc2)c1,24,13,-1,1,15,6,-14,-12
Cc1ccc(C(=O)NCC#N)cc1,-9,4,?,0,-3,2,5,-5
CC(=O)c1c(C)[nH]c(C(=O)CSc2nc3ccccc3c(=O)n2CCCO)c1C,-2,-1,-4,6,12,12,7,-4
O=C1C2CC=CCC2C(=O)N1c1ncn[nH]1 (stereo unspecified),-6,6,6,-4,19,19,0,11
COc1ccc(C(=O)OCC(=O)Nc2ccc(OC(F)F)cc2)c(OC)c1,-3,-9,9,11,18,11,-2,-4
COC(=O)CCN(C(C)=O)c1ccc(N)cc1,-9,-3,-2,-2,0,-1,-4,12
CNC(=O)NC(=O)COC(=O)c1ccc(-n2c(C)ccc2C)cc1,-21,-5,3,-9,1,7,2,-14
Cc1cc(C)nc(SCC(=O)c2c(N)n(C)c(=O)n(C)c2=O)n1,-14,0,3,2,10,-7,0,8
CNS(=O)(=O)c1cccc(C(=O)OCC(=O)Nc2ccccc2OC(F)F)c1,5,-1,-1,-11,-28,-5,12,-7
CC(C)[C@H](NC(=O)[C@H](Cc1ccccc1)n1c(=O)[nH]c2ccccc2c1=O)C(=O)N1CCC[C@H]1C(=O)O,1,0,-3,10,25,-4,-7,8
CC(=O)c1cccc(Nc2nc(N3CCOCC3)nc(N3CCOCC3)n2)c1,-2,-15,0,4,20,19,20,-8
CCN(CC(=O)N1CCOCC1)S(=O)(=O)c1cc(Cl)ccc1Cl,6,-3,-4,5,-22,29,-1,0
Cc1ccc(SCC(=O)NCCSCc2ccccc2)cc1,16,-4,6,-4,0,1,-1,-6
CCOc1ccc(NC(=S)NCc2cccnc2)cc1,0,3,-2,6,10,7,7,-4
c1ccn2c(SCc3ccc4c(c3)OCCO4)nnc2c1,-9,1,-6,8,-83,-12,-35,-58
COc1ccc(N(CC(=O)NC2CC3CCC2C3)S(=O)(=O)c2ccc(C)c([N+](=O)[O-])c2)cc1 (stereo unspecified),4,9,4,2,0,2,7,24
CCn1c(SCC(=O)N2CCOCC2)nc(O)cc1=O,-4,-7,5,-14,-23,2,3,-14
O=C(Cc1ccc(Cl)cc1)c1c[nH]c(C(=O)NCCCn2ccnc2)c1,11,10,-2,5,-23,-5,5,-15
COc1cccc(Nc2cc(C)nc3nc(C)nn23)c1,4,-2,5,3,-14,7,-15,-5
COCCn1ccc2c(OCC(=O)NCCc3ccc(OC)c(OC)c3)cccc2c1=O,19,5,-4,2,-27,19,-3,11
CC(=O)NCCNC(=O)C1CCC(CNc2nc(=S)[nH]c3ccccc23)CC1 (stereo unspecified),-4,3,5,8,9,16,8,-5
COc1ccc(NC(=O)c2cc(NC(=O)C3CCCCC3C(=O)O)ccc2N2CCOCC2)cc1 (stereo unspecified),2,9,2,10,7,12,-5,5
C/C(CC(=O)Nc1ccc2c(c1)OCCO2)=N\NC(=O)c1ccccc1Cl,-12,5,-1,8,3,14,13,15
CCN(CC(=O)Nc1ccc2c(c1)OCCO2)Cc1nc2cc(Cl)ccc2c(=O)[nH]1,-5,4,11,7,5,19,-1,-4
CCCCc1ccc(NS(=O)(=O)N(C)C)cc1,14,3,-1,-9,13,-1,1,-5
CCN(CC)S(=O)(=O)c1cccc(NC(=O)CNc2cccc(S(=O)(=O)N3CCCC3)c2)c1,-8,9,9,-4,43*,3,73*,56*
COC(=O)Cn1ncc2c3ccccc3n(Cc3ccccc3)c2c1=O,0,2,4,4,-18,-8,-1,10
O=c1c(-c2ccc(Cl)cc2)[n+]([O-])c2ccccc2n1O,7,24,-6,4,-25,-4,21,-12
CCOC(=S)NC(=O)c1sc2ccccc2c1Cl,-4,6,2,2,-3,-7,2,-7
CNc1c([N+](=O)[O-])cnn1-c1ccc(Cl)cc1,10,4,-9,7,-33,6,-1,-5
CN(CC(=O)Nc1cccc(F)c1)C(=O)c1ccccc1Cc1ccccc1,6,9,4,5,19,10,1,28
CCc1ccccc1NC(=O)Nc1cccc(F)c1,-23,-6,5,-4,-3,-5,0,4
CCc1ccccc1NC(=O)CNC(=O)CNC(=O)C1CCCCC1,-2,-6,-4,-3,13,-53,0,-11
CCN=C1S/C(=C\c2cc(Br)ccc2OCC(=O)OCC)C(=O)N1CC,15,10,6,-6,4,1,-26,-7
COCc1ccc(C(=O)N2CCc3c([nH]c4ccccc34)C2c2ccccn2)s1 (stereo unspecified),3,-6,16,1,14,-13,-9,-2
O=[N+]([O-])c1ccc2nc(SCc3ccccc3Cl)sc2c1,19,10,-6,9,5,-1,-10,7
CCC(c1nnnn1C1CCCC1)N1CCN(c2cccc(OC)c2)CC1 (stereo unspecified),4,14,3,4,4,-5,18,-10
C/C(=N\Nc1nccnc1Cl)c1ccc(O)cc1,-3,1,4,-2,3,14,-10,-30
CCOC(=O)c1cnc2ccccc2c1Nc1cccc(C(=O)O)c1,4,-10,1,-3,5,16,2,-4
Cc1nnc(NC(=O)COc2ccc3c(C)cc(=O)oc3c2)s1,-15,14,10,3,22,-6,-14,6
CC(C)[C@H](NC(=O)OCc1ccccc1)C(=O)OCC(=O)NCCc1ccccc1,5,13,-11,6,1,-9,8,-6
O=C1c2ccccc2OC2(C=Cc3ccccc3O2)N1Cc1ccccc1 (stereo unspecified),11,25,6,27,-23,-6,9,21
CCCOC(=O)c1ccc(NC(=O)Cc2cccs2)cc1,-10,-3,-3,-1,-17,9,-19,-48
O=C(CSc1ncccn1)Nn1cnnc1,0,1,0,-3,14,26,2,11
COc1ccccc1NC(=O)CON=C(N)CC(=O)NC1CCCCC1,-4,7,0,11,2,1,7,1
CCc1cccc(C)c1NC(=O)C1CCCN1C(=O)NCc1ccccc1 (stereo unspecified),5,15,-3,-4,2,-3,2,-6
Cc1cc(C)c2nc(SCC(=O)Nc3cc(C)on3)c(C#N)cc2c1,-6,-1,-1,6,18,6,19,-26
Cc1cccc(Cn2c(Cc3ccccc3)nc3ccccc32)c1,13,16,0,10,10,25,4,6
Cc1cc(=O)nc2c3ccccc3n(CC(=O)Nc3ccccc3Br)n12,11,18,0,1,-8,5,6,-7
CCc1c(C)nc(SCC(=O)Nc2ccc3c(c2)OCCO3)[nH]c1=O,-3,10,0,-6,10,-7,-5,-15
CC(NC(=O)CSc1ncccn1)c1ccc2c(c1)OCO2 (stereo unspecified),-6,12,14,-4,0,8,-4,7
